Compound activity as filed in PubChem BioAssay.
APP 5UTR inh – APP translation inhibition. SH-SY5Y APP 5'UTR-luciferase reporter, luminescence. inhibition, % at 2 µM. actives 0.82% (n = 190,000);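 active = inhibition above a set limit, derived from the sample mean plus 3 SD, cut at about 45% in these data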; also: values of inactives mirror those of a sister screen read the other way
FLuc stim CS – affects firefly luciferase, flagging false hits in luciferase stimulation screens; activation factor at 10 µM; 200,000 tested, under 10 active; AID 1027; ATPlite luciferase biochemical, luminescence, 10 min; 0 = ATP-free wells, 1 = DMSO control;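 active = luciferase activation factor, scaled between plate controls, of at least 2 with compound at 10 µM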
Target sequence (P08659 whole entry, looked up): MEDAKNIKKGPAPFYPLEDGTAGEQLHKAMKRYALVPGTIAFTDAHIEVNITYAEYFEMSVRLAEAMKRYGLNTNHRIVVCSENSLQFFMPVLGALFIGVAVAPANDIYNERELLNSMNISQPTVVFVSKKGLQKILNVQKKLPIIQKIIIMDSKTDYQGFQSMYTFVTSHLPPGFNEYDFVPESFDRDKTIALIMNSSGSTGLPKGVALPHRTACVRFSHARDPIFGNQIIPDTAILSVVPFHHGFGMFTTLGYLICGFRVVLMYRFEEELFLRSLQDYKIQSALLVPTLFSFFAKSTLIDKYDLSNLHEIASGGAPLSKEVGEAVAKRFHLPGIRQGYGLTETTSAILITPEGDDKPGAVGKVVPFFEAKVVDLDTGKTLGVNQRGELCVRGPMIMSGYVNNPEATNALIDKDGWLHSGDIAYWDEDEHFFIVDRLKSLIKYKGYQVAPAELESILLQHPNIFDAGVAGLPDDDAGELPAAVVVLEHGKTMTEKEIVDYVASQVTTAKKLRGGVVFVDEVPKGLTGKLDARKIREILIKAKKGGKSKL
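Material: Luciferase/luciferin reagent mix | Doses: Test compounds dosed from 2 mM stocks in 100% DMSO | Timing: 10 min incubation after luciferase reagent addition, room temperature | Measured by: Luminescence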
Hsp70 activator – switches on Hsp70 transcription; HeLa Hsp70 promoter luciferase reporter, luminescence; scaled: vehicle 0, proteasome-inhibitor control 100%; activation, % at 10 µM; actives 0.04% (n = 200,000); AID 1203;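 active = activation above the mean across all tested compounds plus 3 SD, cutoff set per campaign, cut at about 5.5% in these data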;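 also: 100% = MG132 at 30 µM as the positive control and 0% = DMSO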
APP 5'UTR act – activates APP 5'UTR luciferase reporter; actives 1% (n = 190,000); SH-SY5Y APP 5'UTR luciferase reporter, luminescence; zero percent = DMSO vehicle wells; activation, % at 2 µM; AID 1276;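 active = activation above a set limit, based on mean plus 3 SD of controls, cut at about 140% in these data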; also: values of inactives mirror those of a sister screen read the other way
FLuc inh counter – inhibits firefly luciferase, flagging false hits in luciferase inhibition screens; P08659; ATPLite firefly luciferase biochemical luminescence, 10 min; inhibition, % at 10 µM; actives 1.5% (n = 200,000); AID 1006;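 active = inhibition above about 50% when tested at 10 µM, limit read from the data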
STAT1 act – activators of IFN-gamma induced STAT1 signaling. actives 2.6% (n = 200,000). activation (% of control), % at 5.5 µM. NIH 3T3 STAT1-luciferase reporter, luminescence; 100% = IFN-gamma alone, no compound;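 active = activation above the screen-wide mean activation plus 3 SD, cut at about 130% in these data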;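 also: raw ratio to IFN-gamma control signal so 100% means no change and 0% no light; values of inactives mirror those of a sister screen read the other way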
NF-kB neuron act – raises NF-kB expression in human neuronal cells; NF-kB reporter expression; stronger effect = higher value; fold change at 12.5 µM; actives 1.6% (n = 190,000); in the data active = fold change above about 3.3
DTT redox prof – compounds producing H2O2 with reducing agent – biochemical, NIH compound library profiling, artefact control for MLSCN library redox annotation, primary screen; DTT-dependent redox cycling H2O2, phenol red/HRP absorbance; 100% = 100 µM peroxide control, 0% = buffer; activation, % at 10 µM; actives 0.03% (n = 200,000); AID 878;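 active = activation of at least 50% relative to the plate's high and low controls in the primary single-dose screen; inactive = activation below 50%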;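 also: compound incubated with DTT at 0.8 mM final as the reducing agent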
Efa HMGR inh – inhibitors of class II HMG-CoA reductase from Enterococcus faecalis; purified E. faecalis HMGR, NADPH absorbance 340 nm kinetic; inhibition, % at 10 µM; actives 0.41% (n = 190,000); AID 1066;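 active = inhibition above a set limit, the median over all tested compounds plus 3 SD, cut at about 9.5% in these data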;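 also: enzyme runs in reverse so mevalonate oxidation gives rising NADPH absorbance; 0% = complete reaction with DMSO and 100% = background rate lacking mevalonate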
G6PDH CS – inhibits Leuconostoc G6PDH, flagging false hits in G6PDH-based assays. Purified L. mesenteroides G6PDH, diaphorase/resazurin coupled fluorescence, 45 min. AID 1020. inhibition, % at 5 µM. actives 0.12% (n = 200,000); in the data active = inhibition above about 50%
* marks the source's active call; other numbers are inactive results. Compounds were not picked by outcome; about 5.3% have a hit in one of these screens.

no.	molecule	APP 5UTR inh	FLuc stim CS	Hsp70 activator	APP 5'UTR act	FLuc inh counter	STAT1 act	NF-kB neuron act	DTT redox prof	Efa HMGR inh	G6PDH CS
1	COC(=O)c1ccc(CSC(=N)N)o1	1	1.1	0.0	-1	-6	105	1.1	0.7	3	10
2	O=C(CSc1nnnn1C1CCCC1)Nc1ccc2c(c1)OCO2	-13	1.1	0.0	13	-8	103	1.3	-1.3	-9	-3
3	O=c1cc(N2CCCC2)c(-c2ccccc2)n[nH]1	4	1	0.2	-4	-1	102	1.3	0.7	-2	12
4	CCOC(=O)C1CCN(C(=O)COc2ccc(S(=O)(=O)NC(C)(C)C)cc2)CC1	-7	1.1	-0.4	7	-6	105	1.4	4.4	-5	-10
5	Cc1c(N/C(=N/S(=O)(=O)c2ccccc2)c2ccc(Cl)cc2)c(=O)n(-c2ccccc2)n1C	-29	1	-0.3	29	-4	99	0.88	0.0	-3	12
6	CC(=O)c1c(C)[nH]c(C(=O)OCc2c(F)cccc2Cl)c1C	-5	1.1	-0.5	5	-7	76	1.3	-0.2	-8	5
7	CCCc1nc(N)nc2c1C(=O)CC(C)(C)C2	-9	1	-0.4	9	-1	96	1.3	-1.4	0	6
8	CCOCC(=O)N1CCN(c2ccc(F)cc2)CC1	1	1.1	-0.3	-1	-6	97	1.1	0.8	-2	12
9	CCOc1ccccc1C1C(C#N)=C(N)SC(N)=C1C#N	6	1.1	0.0	-6	-6	84	0.91	-1.2	2	2
10	COc1ccc(-c2cn(-c3ccc(C)cc3)c(=O)n2CC(=O)Nc2cccc(F)c2)cc1	14	1	0.4	-14	-5	94	1	0.1	0	-4

Rewritten in transposed form: entries from further up
#3 O=c1cc(N2CCCC2)c(-c2ccccc2)n[nH]1
#4 CCOC(=O)C1CCN(C(=O)COc2ccc(S(=O)(=O)NC(C)(C)C)cc2)CC1
#5 Cc1c(N/C(=N/S(=O)(=O)c2ccccc2)c2ccc(Cl)cc2)c(=O)n(-c2ccccc2)n1C
#6 CC(=O)c1c(C)[nH]c(C(=O)OCc2c(F)cccc2Cl)c1C
#7 CCCc1nc(N)nc2c1C(=O)CC(C)(C)C2
compound no.	3	4	5	6	7
APP 5UTR inh	4	-7	-29	-5	-9
FLuc stim CS	1	1.1	1	1.1	1
Hsp70 activator	0.2	-0.4	-0.3	-0.5	-0.4
APP 5'UTR act	-4	7	29	5	9
FLuc inh counter	-1	-6	-4	-7	-1
STAT1 act	102	105	99	76	96
NF-kB neuron act	1.3	1.4	0.88	1.3	1.3
DTT redox prof	0.7	4.4	0.0	-0.2	-1.4
Efa HMGR inh	-2	-5	-3	-8	0
G6PDH CS	12	-10	12	5	6

Remaining list, next part.
no.	molecule	APP 5UTR inh	FLuc stim CS	Hsp70 activator	APP 5'UTR act	FLuc inh counter	STAT1 act	NF-kB neuron act	DTT redox prof	Efa HMGR inh	G6PDH CS
11	Cc1ccc(C(=O)Nc2nnc(C)s2)o1	10	1	-0.5	-10	-4	107	1.2	0.1	-3	-2
12	CN(C)CCCN=Cc1c(-c2ccccc2)[nH]n(-c2nc3ccccc3s2)c1=O	1	0.9	-0.2	-1	7	113	1.5	0.5	4	23
13	O=C(c1cccc(S(=O)(=O)N2CCCC2)c1)N1CCN(c2ccccc2)CC1	33	1.1	-0.1	-33	-6	72	0.9	2.0	-1	-2
14	CCc1c(C)c(C#N)c2nc3ccccc3n2c1NCc1ccco1	-1	1	-0.1	1	4	101	0.77	0.5	-3	0
15	O=C(N/N=C/c1cn(-c2ccccc2)nc1-c1ccc2c(c1)OCCO2)c1ccncc1	-133	1	0.0	133	-1	148*	1.9	-0.4	-1	2
16	CCn1nnnc1SCC(=O)N1c2ccccc2CCc2ccccc21	6	1	-0.2	-6	-1	105	1.1	-0.2	-4	-4
17	Cc1ccc(S(=O)(=O)NC(CC(C)C)C(=O)NCc2ccco2)cc1 (centres undefined)	14	1.1	-0.4	-14	-5	95	1.7	0.3	-8	-3
18	O=C(COC(=O)/C=C/c1ccco1)NCc1ccc2c(c1)OCO2	4	1.1	-0.3	-4	-7	104	0.97	-2.1	-4	12
19	NNC(=O)c1cncn1-c1ccc(F)cc1	18	1.1	0.2	-17	-6	102	1.1	0.5	1	4
20	O=c1c2ccccc2nc(-c2cccs2)n1-c1ccc2ccccc2c1	-26	1	-0.1	26	-1	100	1.2	-0.1	-5	7

The listing continues:
no.	molecule	APP 5UTR inh	FLuc stim CS	Hsp70 activator	APP 5'UTR act	FLuc inh counter	STAT1 act	NF-kB neuron act	DTT redox prof	Efa HMGR inh	G6PDH CS
21	Fc1ccccc1COc1ccc(Br)cc1CNCc1ccncc1	6	1.1	-0.2	-6	-7	100	0.36	0.2	-7	12
22	Cc1cc(C)nc(SCCCn2c(=O)[nH]c3ccccc32)n1	5	1	-0.1	-5	-3	98	0.85	-0.2	2	12
23	Cc1cccc(C2c3[nH]c4ccccc4c3CCN2C(=O)c2cc(CC(C)C)[nH]c(=O)n2)n1 (centres undefined)	2	1	-0.1	-2	-2	96	1.5	-1.1	-3	8
24	Cc1cc(C)c(C#N)c(SCC(=O)c2cc(C)n(CCc3ccccc3)c2C)n1	-3	1	-0.2	3	0	103	0.91	3.3	1	2
25	Cc1cnc(C(=O)OCC(=O)NC(C)C)cn1	-3	1.1	0.2	3	-7	100	1.1	-3.3	-5	1

An excerpt from above in order of the NF-kB neuron act value, smallest number first.
| no. | smiles | NF-kB neuron act |
| --- | --- | --- |
| 5 | Cc1c(N/C(=N/S(=O)(=O)c2ccccc2)c2ccc(Cl)cc2)c(=O)n(-c2ccccc2)n1C | 0.88 |
| 10 | COc1ccc(-c2cn(-c3ccc(C)cc3)c(=O)n2CC(=O)Nc2cccc(F)c2)cc1 | 1 |
| 16 | CCn1nnnc1SCC(=O)N1c2ccccc2CCc2ccccc21 | 1.1 |
| 11 | Cc1ccc(C(=O)Nc2nnc(C)s2)o1 | 1.2 |
| 23 | Cc1cccc(C2c3[nH]c4ccccc4c3CCN2C(=O)c2cc(CC(C)C)[nH]c(=O)n2)n1 (centres undefined) | 1.5 |
